OXTR agonist: human OXTR agonism; activation, % at 3 µM; AID 2435; CHO-OTR cells, Fluo-8 calcium fluorescence; normalized: DMSO 0%, oxytocin 100%; 320,000 tested, 0.32% active;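 active = activation above the mean of all tested compounds plus 3 SD, cutoff set per screening run, cut at about 20% in these data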;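 also: peak over basal fluorescence ratio from a 100 s FLIPR kinetic read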
TAAR1 antag: antagonists of human TAAR1; Q96RJ0; CHO RD-HGA16 TAAR1, Fluo-8 calcium fluorescence, antagonist; inhibition, % at 3 µM; 360,000 tested, 1.5% active; AID 624466;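 active = inhibition above a per-plate cutoff, the mean inhibition of test compounds on that plate plus 3 SD, cut at about 49% in these data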;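 also: 0% = DMSO plus EC80 beta-PEA response and 100% = DMSO alone without agonist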
Target sequence (Q96RJ0 whole entry, looked up): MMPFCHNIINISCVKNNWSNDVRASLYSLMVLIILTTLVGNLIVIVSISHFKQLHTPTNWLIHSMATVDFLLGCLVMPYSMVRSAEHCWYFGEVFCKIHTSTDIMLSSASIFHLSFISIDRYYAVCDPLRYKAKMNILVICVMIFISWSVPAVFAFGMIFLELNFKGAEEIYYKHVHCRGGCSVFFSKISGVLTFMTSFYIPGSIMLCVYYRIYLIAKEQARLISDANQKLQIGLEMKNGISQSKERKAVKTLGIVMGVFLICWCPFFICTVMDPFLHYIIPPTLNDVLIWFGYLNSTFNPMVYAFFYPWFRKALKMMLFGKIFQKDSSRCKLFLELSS
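System: CHO RD-HGA16 cells bearing hTAAR1. Reagent: EC80 β-phenethylamine stimulus. Schedule: seeding 17-24 h prior, 75-min 37 °C, 30-min RT dye loading. Signal: Fluo-8 intracellular calcium dye fluorescence, real-time kinetic reads. Read-out: % inhibition from peak post-agonist over basal fluorescence ratio. Benchmarks: vehicle wells and EC80 agonist wells. Replicates: n of 1.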
CHRM1 PAM: potentiates human M1 receptor response to acetylcholine; CHO-K1 hM1, Fluo-8 calcium fluorescence, ACh EC20; 0% = ACh EC20, 100% = maximal ACh; activation, % at 3 µM; 360,000 tested, 0.088% active; in the data active = activation above about 19%, passing the limit was not always enough
Target sequence (P11229 whole entry, looked up): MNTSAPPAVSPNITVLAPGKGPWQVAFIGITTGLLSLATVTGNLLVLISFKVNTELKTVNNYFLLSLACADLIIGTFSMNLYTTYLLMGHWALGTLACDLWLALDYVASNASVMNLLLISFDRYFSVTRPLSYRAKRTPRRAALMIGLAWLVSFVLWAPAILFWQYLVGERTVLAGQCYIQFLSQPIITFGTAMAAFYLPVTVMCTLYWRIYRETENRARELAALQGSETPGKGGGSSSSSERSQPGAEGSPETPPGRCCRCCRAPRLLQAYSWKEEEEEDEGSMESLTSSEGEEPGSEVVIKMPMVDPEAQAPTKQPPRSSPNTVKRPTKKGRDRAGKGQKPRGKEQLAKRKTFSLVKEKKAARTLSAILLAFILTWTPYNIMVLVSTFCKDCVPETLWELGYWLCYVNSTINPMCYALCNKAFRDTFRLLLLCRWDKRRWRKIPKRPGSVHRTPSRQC
OXTR potentiate: potentiates the human oxytocin receptor response | 320,000 tested, 0.061% active | AID 2445 | activation, % at 3 µM | CHO-OTR cells, Fluo-8 calcium fluorescence, potentiator mode; 0% = oxytocin EC15, 100% = EC100 | P30559;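 active = activation above that plate's cutoff, the mean activation of tested compounds plus 3 SD, cut at about 6.6% in these data, passing the limit was not always enough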;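 also: 100% uses oxytocin at 75 nM as the full agonist control; some results filed as inactive read as strong as hits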
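Assay system: CHO cell line stably expressing human OTR. Reagent: EC15 oxytocin agonist. Dosing: single dose, 3.0 µM nominal final compound concentration. Timing: compound 6 min at room temperature before oxytocin, 100 s read. Signal: kinetic Fluo-8 calcium fluorescence. Controls: oxytocin EC15 low and EC100 high.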
CHO parental Ca: signal in parental CHO cells, OX1R antagonist counter-screen | inhibition, % at 5.6 µM | AID 463079 | 330,000 tested, 0.63% active | parental CHO-K1, ATP-induced calcium, Fluo-8 fluorescence;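 active = inhibition above that plate's mean sample inhibition plus 3 SD, cut at about 26% in these data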;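 also: 0% = ATP-challenged DMSO wells and 100% = DMSO wells without ATP; some compounds past the cut are filed as inactive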
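test system = CHO parental line | reagent = ATP stimulus | measured by = intracellular calcium via Fluo-8 no-wash fluorescent dye | control set = ATP and no-ATP DMSO wells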
TAAR1 agonist: human TAAR1 agonism; Q96RJ0; CHO RD-HGA16 TAAR1, Fluo-8 calcium fluorescence; vehicle wells 0%, saturating PEA agonist 100%; activation, % at 3 µM; 360,000 tested, 0.99% active; AID 624467;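 active = activation above the mean activation of all test compounds in the run plus 3 SD, cut at about 38% in these data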
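Assay system: CHO-derived RD-HGA16 cells with stable Gα16 and human TAAR1; timing: 17-24 h seeding, 75 min 37 °C dye, 30 min RT; read-out: % activation from peak over basal fluorescence ratio, DMSO-to-PEA scaled; measured by: kinetic Fluo-8 calcium fluorescence; benchmarks: low control DMSO, high control PEA (EC100); doses: 3 µM single concentration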
M1 antag: antagonists of human M1 muscarinic receptor; P11229; CHO-K1 hM1, Fluo-8 calcium fluorescence, ACh EC80 antagonist; inhibition, % at 3 µM; 360,000 tested, 1.3% active; AID 588852;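 active = percent inhibition above its own plate's cutoff, namely the mean of that plate's compound wells plus 3 SD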;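 also: peak over basal fluorescence ratio during 140 s after agonist addition; 0% = ACh EC80 plus DMSO and 100% = DMSO alone without agonist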
V1R ag counter: counter-screen for oxytocin receptor agonists: human V1a receptor agonists; P37288; CHO-V1R cells, Fluo-8 calcium fluorescence, agonist mode; 0% DMSO, 100% 3 nM vasopressin; activation, % at 3 µM; 320,000 tested, 0.25% active; AID 2797;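 active = activation above the mean activation of all tested compounds plus 3 SD, per screening run, cut at about 20% in these data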;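 also: signal is peak over basal fluorescence ratio across a 100 second FLIPR read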
CHRM1 agonist: activates human CHRM1 receptor; CHO-K1 hM1, Fluo-8 calcium fluorescence, agonist mode; 0% DMSO, 100% acetylcholine EC100; activation, % at 3 µM; 360,000 tested, 0.33% active; AID 588814; P11229;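 active = activation above the run's mean compound activation plus 3 SD, cut at about 16% in these data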;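 also: peak over basal fluorescence ratio within a 140 s kinetic read after compound addition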
An asterisk follows results filed as active; / = no result given.

Below each compound – OXTR agonist	TAAR1 antag	CHRM1 PAM	OXTR potentiate	CHO parental Ca	TAAR1 agonist	M1 antag	V1R ag counter	CHRM1 agonist
1) CC(=O)c1ccc(N2CCN(C(=O)C3CCCN(S(=O)(=O)c4cnc[nH]4)C3)CC2)cc1 (stereo not drawn)
  2.1	-14	2	-8	-6	3	3	-0.2	-5
2) CCOC(=O)C1=C(Nc2ccccc2)CC(C)(O)C(C(=O)OCC)C1c1ccc(Br)cc1 (stereo not drawn)
  -2.0	-1	8	-6	-30	0	-14	-1.4	-4
3) O=C(O)C1CSC(c2ccco2)N1 (stereo not drawn)
  0.1	5	10	-7	-11	4	-12	0.1	-3
4) CC1(C)C2CCC1(CS(=O)(=O)Nc1ccc(S(=O)(=O)NC3CCCCC3)cc1)C(=O)C2 (stereo not drawn)
  -0.5	1	2	-3	-15	7	5	0.0	-4
5) COc1cccc(CNn2c(-c3cccc(C)c3)nc3ccccc3c2=O)c1
  -1.9	29	-12	-6	-16	6	21	-1.3	-6
6) O=S(=O)(Cc1ccc(Cl)cc1)c1ccccc1-c1nnc(-c2ccc(Cl)cc2)o1
  -1.0	2	-12	-4	-19	2	15	0.6	-4
7) CC(C)C(Nc1ccc(C(F)(F)F)cc1[N+](=O)[O-])C(=O)O (stereo not drawn)
  0.3	-47	7	10	6	2	-14	0.4	-3
8) COc1cc(OC)c(NC(=O)CN(C)S(=O)(=O)c2ccc3[nH]c(=O)oc3c2)cc1Cl
  -0.2	-12	11	-6	-16	-1	-6	-0.2	0
9) CCN1C(=O)/C(=C/c2nc3ccccc3c(=O)n2-c2ccccc2)c2ccccc21
  -1.2	43	5	-13	-21	6	-3	4.5	-1
10) COCCN(C(=O)COC(=O)C1CC1C)c1c(N)n(Cc2ccccc2)c(=O)[nH]c1=O (stereo not drawn)
  0.4	-21	1	-13	3	1	1	0.1	-4
11) CCC(C)(C)n1nnnc1C(c1cccnc1)N1CCCc2ccccc21 (stereo not drawn)
  -1.6	1	4	-2	-18	16	-4	-0.8	-7
12) COc1ccc(CC(=O)NC(CC(=O)O)c2ccc(OC)cc2)cc1 (stereo not drawn)
  -0.1	10	-1	-1	-8	2	-10	0.3	-2
13) O=C1C(=O)C(c2ccccc2)C(=O)C1c1ccccc1 (stereo not drawn)
  /	-14	2	/	/	2	-8	/	-4
14) CCn1cc(S(=O)(=O)NCc2ccc3c(c2)OCO3)cn1
  -0.4	-17	2	-2	-7	3	-8	-0.1	-2
15) COc1ccc(/C=C/C(O)=C2/C(=O)N(C)C3(C)CC2c2ccccc2O3)cc1 (stereo not drawn)
  -0.9	28	2	-6	-10	10	-2	0.2	-1
16) Cc1ccc(-n2nc(C)c(NS(=O)(=O)c3ccccc3)c2C)cc1C
  -1.8	6	1	-7	-34	8	6	-1.4	-7
17) COc1cc(CNC(=O)Nc2cccn3nc(COCCO)nc23)cc(OC)c1OC
  /	-11	11	/	/	2	-21	/	-2
18) COc1ccc(-n2c(CSc3nc(C)cc(C)n3)nnc2SCC(=O)Nc2nccs2)cc1
  -0.1	-24	2	-12	16	6	-1	0.1	-1
19) Cc1ccc(C(=O)CC(=O)c2cc(Cl)ccc2O)cc1
  -1.9	9	-1	-6	-20	17	-2	-1.3	-4
20) O=C(Nc1ccc(N2CCOCC2)nc1)c1ccc(F)cc1
  0.7	-9	9	6	2	3	-11	0.5	-3
21) C#CCOCCOCCOCCNc1nc(N2CCN(C(=O)Cn3cc(CCO)nn3)CC2)nc(N2CCN(C(=O)[C@H](C(C)C)n3cc(CCO)nn3)CC2)n1
  0.8	23	9	-1	-1	0	-1	1.5	-6
22) COc1ccc(CCNC(=O)NS(=O)(=O)c2ccc(C)cc2)cc1OC
  0.1	-12	4	-11	-4	1	-9	-0.1	-2
23) CCOc1ccc(C(C)=O)cc1COc1ccc(C)nc1[N+](=O)[O-]
  0.3	8	3	1	-13	-2	-6	-0.5	-8
24) CCOC(=O)Cc1nnc(NC(=O)c2ccccc2OC)s1
  -0.3	4	2	-10	-17	3	-14	1.1	-1
25) O=C(c1cccc(F)c1)N1CCN(c2cccc(C(F)(F)F)c2)CC1
  -0.2	-2	4	-15	-16	2	-3	2.1	-2
26) Cc1ccc(C)c(Cn2nc(-c3cc(C)ccc3C)ccc2=O)c1
  -0.7	16	10	-10	-15	1	-9	-0.6	-4
27) CCN(c1ccccc1)S(=O)(=O)c1cccc(C(=O)NCC(c2ccc(F)cc2)N2CCOCC2)c1 (stereo not drawn)
  /	2	-5	/	/	0	5	/	-7
28) CCSC(=S)c1c(C)[nH]n(-c2ccccc2)c1=O
  8.9	-15	2	-7	-2	8	0	5.8	6
29) O=C(CN(Cc1ccco1)C(=O)c1ccc([N+](=O)[O-])cc1)Nc1ccccc1C(F)(F)F
  -1.6	-1	-2	2	-15	-4	7	-0.8	0
30) C=CC(O)Cc1c(C)n[nH]c1C (stereo not drawn)
  0.6	0	9	-5	-2	10	-11	1.0	9
31) CCCC(C)NC(=O)COC(=O)c1ccc2c(c1)C(=O)N(Cc1ccco1)C2=O (stereo not drawn)
  1.9	-13	8	-8	1	0	-16	1.7	-2
32) CN1CCc2c(sc(NC(=O)c3ccc4ccccc4c3)c2C(N)=O)C1
  4.9	/	9	-1	-9	/	-14	1.9	-3
33) CC(=O)Nc1ccc(C2=NN(Cc3nnc(-c4ccccc4)o3)C(=O)SC2)cc1
  7.3	8	0	-9	-9	9	-10	7.5	1
34) NC(=O)NC(=O)COC(=O)c1cccc(NS(=O)(=O)/C=C/c2ccccc2)c1
  -0.2	-1	10	-1	-5	6	-7	0.8	-5
35) COC(=O)c1ccccc1NC(=O)NCc1ccccc1
  -1.6	-18	-3	-6	-8	-1	1	0.4	-9
36) COc1cccc(-c2coc3cc4oc(=O)c(CC(=O)O)c(C)c4cc23)c1
  0.2	-1	4	-4	2	4	-1	3.1	-1
37) COc1ccccc1CN(C)C[C@H]1OCc2cnnn2CCCC(=O)N([C@H](C)CO)C[C@@H]1C
  /	-8	10	/	/	2	-17	/	0
38) COc1ccc(C(=O)O/N=C(/c2cccs2)C(C)(C)C)cc1
  -2.7	-12	-1	-11	-13	-1	-7	-1.5	-5
39) O=C(Nc1ccc(N2CCCCCC2)cc1)c1ccc[nH]1
  -1.0	2	-1	-9	-4	-1	8	-0.1	-8
40) Cc1noc(C)c1C(=O)Nc1ccc2c(c1)CCC2
  -1.6	-11	-1	-1	-7	9	-1	-0.2	-5
41) Cn1cc(Cc2ccc(C(=O)N3CCCCC3)cn2)c2ccccc21
  /	-16	0	/	/	8	-4	/	-4
42) O=C(O)CCc1ccc(-c2cccs2)n1NC(=O)c1ccccc1Br
  -0.5	2	10	-1	-12	13	-9	0.8	-4
43) Cc1ccccc1CSc1nccn1-c1ccccc1
  -0.7	5	2	2	-24	7	-16	0.1	-7
44) CCOc1ccc(-c2cc(C(=O)N3CCCC3)c3ccccc3n2)cc1
  -1.0	/	4	0	-8	/	-3	1.5	-1
45) CCOC(=O)N1CCN(c2c(NCCCN(CC)c3cccc(C)c3)c(=O)c2=O)CC1
  -0.4	6	5	-9	-10	9	-4	0.2	-9
46) O=c1[nH]c2ccccc2c(O)c1O
  -0.3	-9	5	-2	4	1	-10	-0.3	-2
47) C=CC[C@@]12C=C(OC)C(=O)C(OC)=C1O[C@H](c1ccc3c(c1)OCO3)[C@H]2C
  -0.9	-1	-2	-3	-4	0	-3	-1.1	-4
48) COc1ccc(CC(=O)N(CCC2=CCCCC2)c2c(N)n(Cc3ccccc3)c(=O)[nH]c2=O)cc1OC
  -0.1	5	3	-3	-25	1	-4	-0.6	-2
49) COc1cccc(OCC(=O)Nc2ccccc2NC(C)=O)c1
  0.8	-1	10	-15	1	2	-12	1.1	-2
50) CSc1nc(-c2ccco2)nn1C(=O)c1ccco1
  1.2	-11	-1	-3	-7	0	0	-0.1	-2
51) COc1ccc(N2CC(C(=O)Nc3ccccc3N3CCCC3)CC2=O)c(OC)c1 (stereo not drawn)
  0.7	7	6	3	-3	2	-21	1.0	-1
52) COC(=O)CSc1ncnc2c(C)csc12
  -0.3	-21	15	1	2	1	-20	0.7	-3
53) CC(C)CN1C(=O)c2ccccc2C1(O)Cc1ccccc1 (stereo not drawn)
  -2.0	-3	-7	-15	-14	6	4	-0.5	-5
